# High-throughput results: PubChem BioAssay, several laboratories
# PvdQ inh = blocks Pseudomonas aeruginosa PvdQ acylase activity | inhibition, % at 10 µM | 340,000 tested, 0.063% active | purified PvdQ acylase, fluorescence plate reader; in the data active = inhibition above about 30%, passing the limit was not always enough; inconclusive = no clear call, values can overlap the other calls;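 note: 0% = vehicle neutral wells and 100% = reference inhibitor wells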
# CDK5 inh = CDK5/p35 (human) kinase inhibition | Q00535+Q15078 | Recombinant CDK5/p35, ADP-Glo luminescence, 60 min | inhibition, % at 10 µM | 330,000 tested, 0.01% active;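 active = highest replicate inhibition of at least 50% and at least 75% of replicates reaching 50%; inconclusive = only one of the two criteria met; inactive = both criteria failed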;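 note: plate controls were DMSO neutral control for no effect and GW8510 at 10 µM for full effect; many of its hits are not listed in these tables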
# Keap1 Nrf2 FP = inhibitors of human Keap1-Nrf2 protein-protein interaction; inhibition, % at 9.4 µM; AID 504523; Keap1 Kelch-Nrf2 peptide fluorescence polarization, 1536-well; 340,000 tested, 0.15% active; in the data active = inhibition above about 12%; inconclusive = no clear call, values can overlap the other calls; inactive = below about 7.3%;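 note: human Keap1 Kelch domain with fluorescein labeled Nrf2 9mer peptide probe; 0% = neutral control wells and 100% = peptide positive control; higher means more block of Keap1 binding to Nrf2 peptide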
# dFosB activator = activators of mouse delta FosB homodimer. purified delta FosB, TAMRA-CDK5 oligo fluorescence polarization; percent of positive-control signal above neutral wells. activation, % at 25 µM. AID 493131. 340,000 tested, 0.99% active;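 active = mean activation above about 17%, with every replicate also reaching it, limit read from the data, passing the limit was not always enough; inconclusive = only one of the two conditions met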;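 note: fluorescence polarization rise as delta FosB binds a TAMRA Cdk5 AP-1 oligo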
# LANA DNA inh = inhibitors of KSHV LANA C-terminal domain DNA binding | MBP-C-LANA/FAM-LBS DNA binding, fluorescence polarization | inhibition, % at 9 µM | 340,000 tested, 0.078% active | AID 504423;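 active = highest replicate inhibition at or above 60% at 9 µM, even if other replicates fall short; inactive = all replicates below 60% inhibition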;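 note: 0% = neutral control wells and 100% = 4 µM acridine orange control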
# cardiac RTF act = increases calcium sensitivity of human cardiac regulated thin filaments; P19429+P45379; IANBD-labeled TnC RTF fluorescence at EC20 calcium; 0% EC20 calcium, 100% full calcium; activation, % at 7.2 µM; 340,000 tested, 0.24% active;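 active = activation above the mean over all tested compounds plus 3 SD, cut at about 30% in these data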;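 note: rise in fluorescence read as greater calcium sensitivity of cardiac thin filaments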
# SUMO Mot1 rescue = inhibitors of SUMOylation pathway: yeast Mot1-301 growth rescue; S. cerevisiae Mot1-301 growth rescue, ATP luminescence, 38.5C; percent above DMSO median, 100 means doubled; growth rescue, % at 18.8 µM; 320,000 tested, 1% active;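 active = every valid replicate shows activation above 250% relative to neutral control wells; inactive = the rest, any valid replicate at or below 250%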;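 note: OY570 slx delta 5 strain wells were the positive control but not used for scaling; some compounds called inactive have numbers as strong as hits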
# RTF Ca sens inh = cardiac RTF calcium desensitization; P19429+P45379; inhibition, % at 7.15 µM; 340,000 tested, 0.12% active; IANBD-labeled cardiac RTF, Ca2+ fluorescence; AID 493244;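 active = inhibition above the mean inhibition of all tested compounds plus 3 SD, cut at about 17% in these data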;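 note: assay run at fixed EC70 calcium of 1.6 mM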
# NSD2 inh = inhibitors of human histone methyltransferase NSD2. O96028. NSD2 peptide methylation, AlphaScreen, 120 min. inhibition, % at 12.5 µM. 310,000 tested, 0.54% active. AID 743445; in the data active = inhibition above about 50%
# Target sequence (O96028 whole entry, looked up): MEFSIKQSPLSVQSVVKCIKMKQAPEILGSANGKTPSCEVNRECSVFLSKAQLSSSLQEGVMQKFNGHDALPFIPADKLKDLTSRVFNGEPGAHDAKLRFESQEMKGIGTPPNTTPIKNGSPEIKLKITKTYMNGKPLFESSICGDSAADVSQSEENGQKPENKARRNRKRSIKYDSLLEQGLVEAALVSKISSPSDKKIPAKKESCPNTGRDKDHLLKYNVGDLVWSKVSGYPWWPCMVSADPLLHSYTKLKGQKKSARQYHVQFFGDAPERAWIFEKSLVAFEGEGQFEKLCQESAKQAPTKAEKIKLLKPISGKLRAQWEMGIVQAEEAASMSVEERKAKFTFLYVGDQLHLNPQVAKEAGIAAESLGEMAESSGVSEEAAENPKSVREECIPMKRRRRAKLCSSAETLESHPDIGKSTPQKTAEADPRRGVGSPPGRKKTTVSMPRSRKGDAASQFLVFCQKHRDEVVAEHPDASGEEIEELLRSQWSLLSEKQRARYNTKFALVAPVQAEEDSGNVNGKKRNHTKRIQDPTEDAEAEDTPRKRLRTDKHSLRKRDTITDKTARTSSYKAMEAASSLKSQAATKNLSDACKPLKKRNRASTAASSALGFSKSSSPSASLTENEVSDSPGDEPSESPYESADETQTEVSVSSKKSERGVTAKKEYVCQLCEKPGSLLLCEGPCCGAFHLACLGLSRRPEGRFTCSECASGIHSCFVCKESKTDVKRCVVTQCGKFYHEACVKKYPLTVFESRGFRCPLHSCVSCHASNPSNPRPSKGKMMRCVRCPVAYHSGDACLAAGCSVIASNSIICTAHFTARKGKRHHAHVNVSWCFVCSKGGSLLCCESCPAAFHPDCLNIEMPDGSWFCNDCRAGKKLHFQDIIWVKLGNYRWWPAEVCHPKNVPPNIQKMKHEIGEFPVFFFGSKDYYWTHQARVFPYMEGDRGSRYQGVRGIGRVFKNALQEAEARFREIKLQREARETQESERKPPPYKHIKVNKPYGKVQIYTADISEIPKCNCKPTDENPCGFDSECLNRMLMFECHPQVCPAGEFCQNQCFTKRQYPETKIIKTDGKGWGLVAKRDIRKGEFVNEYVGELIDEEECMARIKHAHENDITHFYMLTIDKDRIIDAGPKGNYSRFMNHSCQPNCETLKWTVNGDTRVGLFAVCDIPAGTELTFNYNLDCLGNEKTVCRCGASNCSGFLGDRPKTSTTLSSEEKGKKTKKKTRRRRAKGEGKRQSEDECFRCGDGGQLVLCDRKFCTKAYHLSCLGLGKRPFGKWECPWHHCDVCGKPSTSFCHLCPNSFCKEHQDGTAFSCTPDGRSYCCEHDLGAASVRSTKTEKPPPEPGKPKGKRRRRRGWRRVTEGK
# PfHsp90 set2 = inhibits growth of yeast expressing Plasmodium falciparum Hsp90; inhibition, % at 9.4 µM; 310,000 tested, 0.32% active; S. cerevisiae expressing PfHsp90, BacTiter-Glo ATP, 48 h; yeast lacking PDR1 and PDR3 efflux regulators; AID 504621;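 active = every replicate shows inhibition above about 80%, whatever the replicate mean, limit read from the data; inconclusive = mean inhibition reaches the set limit but some replicate falls short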;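 note: 0% = DMSO neutral controls and 100% = 20 µM radicicol positive controls; yeast relying on Plasmodium falciparum Hsp90 in place of its own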
# Rtt109 Vps75 = inhibitors of Candida albicans Rtt109/Vps75 histone acetyltransferase | Q5AAJ8 | purified Rtt109/Vps75, ThioGlo CoA-SH fluorescence, 4 h | inhibition, % at 34.9 µM | 330,000 tested, 0.16% active | AID 540336;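 active = inhibition of at least 50% in every replicate; inconclusive = best replicate reaches 50% inhibition but some replicates fall short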
# * hit, by the source's call; i = inactive; ? = inconclusive; . = not tested or not shown.
Compound,PvdQ inh,CDK5 inh,Keap1 Nrf2 FP,dFosB activator,LANA DNA inh,cardiac RTF act,SUMO Mot1 rescue,RTF Ca sens inh,NSD2 inh,PfHsp90 set2,Rtt109 Vps75
NC(=O)CN1C(=O)C(=O)N(Cc2ccccc2Cl)C1=O,4,-0.9,0,1,0.3,-7,2,1,-1,20,1
COc1cc(CCC(=O)Nc2ccc(Br)c(C(F)(F)F)c2)cc(OC)c1OC,5,-0.2,-6,0,-3.5,3,3,-10,-3,-3,3
Cc1ccc(CCNC(=O)C2CCC(=O)N2C2CCCC2)cc1 (configuration not stated),-13,-0.8,-1,0,1.3,1,-9,-8,6,-27,-12
NC(=O)[C@@H]1CCCNc2c(F)cc([N+](=O)[O-])cc2C(=O)N[C@@H](CO)C(=O)NCC(=O)N1,-4,-1.1,-2,-4,-5.4,4,5,-12,.,12,15
CC(=O)Nc1ccc(S(=O)(=O)N2CCN(C)CC2)cc1,-9,0.1,3,-3,1.3,2,-9,-7,1,.,15
COc1cc(C2NC(=O)CCC2[N+](=O)[O-])cc(OC)c1OC (configuration not stated),-22,1.2,-4,1,-1.4,1,3,-5,.,20,0
CC(=O)C1C(c2ccc(Br)cc2)C2C(C)=NN=C2CC1(C)O (configuration not stated),-13,-0.2,-3,-6,1.0,-6,-12,-8,-3,.,-1
c1ccc(Oc2ccc(-n3cnnn3)cc2)cc1,12,-0.9,-4,-8,0.3,-4,-17,-7,-1,9,-8
CC1(c2ccc(Cl)cc2)NC(=O)N(CC(=O)c2ccc3c(c2)OCO3)C1=O (configuration not stated),-10,-0.7,-1,-13,-0.9,-2,1,1,-1,12,6
Cc1cccc(Nc2ncnc3c2cnn3Cc2ccccc2)c1,-14,1.5,-5,-14,0.0,0,47,-23,-2,13,5
O=C(c1ccc(OC2CCN(Cc3ccccc3O)CC2)cc1)N1CCCCC1,-10,-1.0,1,-3,0.0,-3,-8,-8,12,9,-3
O=C(COc1ccccc1)Nc1nc(-c2ccc(S(=O)(=O)N3CCOCC3)cc2)cs1,-9,0.5,3,-8,1.9,-1,457,-1,-1,15,12
N#CCC(=O)Nc1nc(-c2ccc3c(c2)OCCO3)cs1,-11,-0.6,-11,0,-1.4,1,-6,2,-1,8,.
Cc1ccc(S(=O)(=O)N(Cc2nccn2C)C(C)C)cc1,-10,2.1,-1,0,-2.1,-7,1,-3,-1,-11,5
N=c1n(CC(=O)c2cccs2)c2ccccc2n1Cc1ccccc1,-9,1.0,7,-4,1.2,0,4,-5,-1,4,1
COc1cc(NS(=O)(=O)c2ccc3c(c2)NC(=O)CO3)cc(OC)c1,4,-0.9,-1,-1,0.7,-4,-1,2,-1,18,-2
N#Cc1c(-c2ccccc2)cc(-c2cccs2)nc1SCC(=O)O,7,1.6,-2,-9,-3.4,2,11,-10,6,-11,4
CC(=O)NC(Cc1c[nH]c2ccccc12)C(=O)OCC(=O)N1CCN(S(=O)(=O)c2ccc(Cl)cc2)CC1 (configuration not stated),-8,0.9,-3,-9,-1.6,-2,.,-2,0,2,2
CCCCn1c(N)c(N(CCC(C)C)C(=O)c2ccccc2-n2cnnn2)c(=O)[nH]c1=O,-18,-2.9,-2,-3,-0.1,-33,.,-8,0,-23,-6
Cc1ccc(C)c(C(=O)CN2Cc3ccccc3C2=O)c1,-5,1.4,-1,-1,-1.2,-3,-3,1,-1,12,0
CC(=O)Nc1ccc(NC(=O)C2CCN(C(=O)C3CC(=O)N(c4ccc(C)cc4)C3)CC2)cc1 (configuration not stated),8,-2.1,0,-6,0.5,0,8,6,-3,9,14
COC(=O)C1=CNC=C(C(=O)OC)C1c1ccccc1Cl,-2,-0.1,5,-6,0.0,3,-7,0,.,0,-285
CN(CCC#N)CC(=O)Nc1ccc(NC(=O)CN(C)CCC#N)cc1,-10,-1.1,-6,-7,-0.3,4,-14,1,.,-3,-2
Cn1c(SCC(=O)NCc2ccco2)nnc1-c1ccc(S(=O)(=O)N2CCOCC2)cc1,-16,3.4,0,-9,0.6,-5,-3,-6,0,-56,-5
CCOC(=O)N1CCC(c2cc(=O)n3[nH]c(C)c(-c4ccc(F)cc4)c3n2)CC1,-6,0.2,-1,0,1.5,0,-38,-8,.,-8,1
CN(C(=O)CSc1nc2ccccc2o1)C1CCCCC1,-2,0.3,-4,4,1.8,-2,.,-7,-2,.,-3
CCOc1ccc(/C(O)=C2/C(=O)C(=O)N(c3cc(C)on3)C2c2ccc(C(=O)OC)cc2)cc1 (configuration not stated),11,0.8,-1,-7,1.2,0,-5,-1,-1,-11,32
NC(=O)c1cccnc1Oc1ccc(Cl)cc1,-4,1.6,-6,0,-0.8,1,2,-4,-2,-2,3
CCOC(=O)C(=O)Nc1ccc([N+](=O)[O-])cc1OC,-10,-0.2,5,-4,-0.6,-2,-7,-1,0,0,0
O=C(CSc1nnc(Cc2ccccc2)c(=O)[nH]1)Nc1ccccc1,-14,-3.6,-6,-3,-0.5,1,9,-5,0,-15,1
O=C(C1CCN(S(=O)(=O)c2ccccc2F)CC1)N1CCCC1,10,2.4,-2,-4,0.7,-1,.,-7,0,.,?
Cc1ccc(Cc2cnc(N3C(=N)SC(C)C3=O)s2)cc1 (configuration not stated),5,0.1,1,-6,0.8,-5,-29,-1,3,.,1
CC1(C)CC(=O)c2c(n(S(=O)(=O)c3ccccc3)c3ccc(NS(=O)(=O)c4ccccc4)cc23)C1,13,0.8,-3,-2,1.1,6,-13,1,-4,1,6
CC(=O)NCCC(=O)Nc1cccc(S(=O)(=O)N(C)c2ccccc2)c1,-7,-5.2,-1,-8,0.5,4,-9,-4,0,-31,-2
Cc1ccccc1NC(=S)NCc1ccc2c(c1)OCO2,-17,0.7,-3,-1,-1.4,4,i,0,0,.,-3
Cc1cc(C)c([N+](=O)[O-])cc1NC(=O)CCSc1ccccc1Cl,4,-0.2,-2,-9,-1.3,-4,6,-12,-2,3,9
COc1cc2c(cc1OC)C(c1ccc3c(c1)OCO3)C1=C(CC(C)(C)CC1=O)N2 (configuration not stated),-7,0.7,0,-15,2.0,-5,-6,7,.,6,6
Cc1cccc(C)c1NC(=O)CNc1ncnc2sc(C)c(C)c12,-16,0.3,-1,0,2.5,4,-14,14,-1,21,-4
Cc1nn(-c2ccccc2)c(Cl)c1C(=O)NNC(=O)c1ccncc1,-7,0.1,-1,1,1.7,0,12,-1,0,14,-6
Cc1ccc(-c2nnc(SCC(=O)Nc3nc4c(s3)CCCC4)n2C)cc1,-16,-0.8,-5,-1,0.2,-4,11,-2,-3,7,-2
N#Cc1c2c(nc(N)c1-c1ccccc1)CCCCC2,-3,-0.2,-2,-2,0.2,0,2,0,23,10,-8
C=CCOC(=O)/C(=C/c1cccnc1)NC(=O)c1ccccc1,9,-0.6,0,-5,0.7,2,-22,0,8,8,8
O=C(NC1CCCc2c1cnn2-c1ccc(F)cc1F)c1cnccn1 (configuration not stated),-8,0.0,2,5,1.4,-7,2,-2,1,13,4
CC1(C)CC(=O)C2=C(C1)OC(N)=C(C#N)C2c1ccccc1[N+](=O)[O-] (configuration not stated),2,-14,25*,0,20,14,229,-16,-1,-7,-15
O=C(CNS(=O)(=O)c1ccc(Cl)c(C(F)(F)F)c1)NC1CCCCC1,3,-0.9,-1,-15,-0.7,8,17,-5,-1,21,8
CN(C)S(=O)(=O)Oc1ccccc1C(=O)Nc1ccc(F)cc1,8,2.2,-4,-1,1.8,-5,23,-1,-1,-2,3
COc1ccc(-c2ccc3c(c2)S(=O)(=O)c2cccc(C(=O)NCc4cccc(OC(F)(F)F)c4)c2C3=O)cc1OC,-12,0.6,-4,-6,1.5,2,-3,5,.,-3,-5
COc1ccc(OC)c(S(=O)(=O)NCC(c2ccc3c(c2)OCO3)N2CCOCC2)c1 (configuration not stated),1,0.3,0,-5,-1.0,-5,-4,9,2,.,0
O=C(CSc1nnc2c(n1)[nH]c1ccc(F)cc12)Nc1ccccc1F,7,0.8,2,7,0.1,-3,8,-5,-2,22,1
O=C1NCC(COc2cccc3ccccc23)O1 (configuration not stated),-9,1.6,0,-1,0.4,-3,-6,-9,-1,1,-3
CC1CCCCN1C(=O)c1cc(F)c(F)cc1Cl (configuration not stated),-5,-0.2,4,0,-0.7,0,12,-6,18,-1,.
CC1=C(C(=O)OC(C)(C)C)C(c2cccs2)NC(=O)N1 (configuration not stated),-3,-0.2,0,-1,1.0,-1,5,-3,.,4,0
Cc1ccc(OC(C)C(=O)Nc2ccc(Cl)cn2)c([N+](=O)[O-])n1 (configuration not stated),-11,-0.5,2,-2,0.2,-3,16,-3,9,11,-3
CCCc1cc(=O)[nH]c(SCC(=O)N(C)Cc2ccccc2)n1,-7,0.7,0,-7,-0.3,-1,-5,-9,-1,-9,-6
CCOc1ccc(S(=O)(=O)NCCC(=O)NCC2COc3ccccc3O2)cc1 (configuration not stated),-13,-0.9,-10,-3,1.4,-1,10,-5,-7,-41,1
O=C(Nc1ccccc1)C1=C[C@@H](c2coc3ccccc3c2=O)C[C@@H](OCCCCO)O1,-5,-0.6,1,-2,-2.2,-6,-5,-1,.,0,-6
O=C(CC(SCCO)c1ccc2c(c1)OCO2)c1ccco1 (configuration not stated),8,1.8,-5,3,-1.2,-1,-13,-20,13,35,-199
Cc1ccc(Cl)cc1N1CCN(S(=O)(=O)c2ccc3[nH]c(=O)ccc3c2)CC1,-1,1.2,-1,11,1.2,6,12,2,.,6,1
CCN(c1ccccc1)S(=O)(=O)c1ccc(OC)c(NC(=O)c2c(C)noc2C)c1,-6,0.2,-5,1,0.7,-8,.,0,.,32,3
CC1Cc2ccccc2N1S(=O)(=O)c1cccc(C(=O)NCC(c2ccco2)N2CCCC2)c1 (configuration not stated),-5,-0.2,-2,0,-1.0,-2,.,1,-3,16,4

# Other structures:
Compound,PvdQ inh,CDK5 inh,Keap1 Nrf2 FP,dFosB activator,LANA DNA inh,cardiac RTF act,SUMO Mot1 rescue,RTF Ca sens inh,NSD2 inh,PfHsp90 set2,Rtt109 Vps75
O=S(=O)(c1ccc(N2CCOCC2)nc1)N1CCOCC1,-12,0.0,-3,7,-1.0,-2,142,-4,0,16,0
CCCn1c(SCC(=O)NC2CCC(C)CC2)n[nH]c1=O (configuration not stated),-16,0.6,-3,4,-0.7,3,3,1,11,7,-12
CCn1c(C)nnc1SCC(=O)Nc1ccccc1Cl,-6,0.6,-3,-2,2.4,-3,250,5,0,5,1
CCn1c(COc2ccccc2C)nnc1SCC(=O)Nc1ccc2c(c1)OCCO2,-15,3.5,2,-2,1.3,2,.,-7,0,11,6
